TEAD-YAP block = TEAD-YAP interaction inhibition, primary screen, TEAD-YAP interaction inhibitor project, luminescence, HEK-TIYL cells | TEAD-Gal4/YAP UAS-luciferase luminescence | inhibition, % at 9.12 µM | 640,000 tested, 1.4% active | AID 1259422, 2018; in the data active = inhibition above about 32%;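 note: 0% = median of test compound wells and 100% = reference inhibitor wells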
FBW7 activator = FBW7 E3 ligase activators, primary screen, biochemical, AlphaScreen, human. normalized activity (activation), % at 26.1 µM. 650,000 tested, 0.13% active. F-box/WD repeat-containing protein 7 (Homo sapiens), Q969H0. AlphaScreen FBW7–phospho-cyclin E peptide binding, activator screen. AID 1259310, 2017; in the data active = normalized activity above about 1.9%;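 note: purified mutant Fbw7 with reduced substrate affinity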
MITF inh = MITF inhibitors, primary screen, biochemical, AlphaScreen, human | Microphthalmia-associated transcription factor (Homo sapiens), O75030 | AlphaScreen MITF homodimerization, bead proximity signal | inhibition, % at 2.6 µM | 650,000 tested, 0.91% active; in the data active = inhibition above about 50%;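 note: 0% = vehicle wells with protein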
Target sequence (O75030 whole entry, looked up): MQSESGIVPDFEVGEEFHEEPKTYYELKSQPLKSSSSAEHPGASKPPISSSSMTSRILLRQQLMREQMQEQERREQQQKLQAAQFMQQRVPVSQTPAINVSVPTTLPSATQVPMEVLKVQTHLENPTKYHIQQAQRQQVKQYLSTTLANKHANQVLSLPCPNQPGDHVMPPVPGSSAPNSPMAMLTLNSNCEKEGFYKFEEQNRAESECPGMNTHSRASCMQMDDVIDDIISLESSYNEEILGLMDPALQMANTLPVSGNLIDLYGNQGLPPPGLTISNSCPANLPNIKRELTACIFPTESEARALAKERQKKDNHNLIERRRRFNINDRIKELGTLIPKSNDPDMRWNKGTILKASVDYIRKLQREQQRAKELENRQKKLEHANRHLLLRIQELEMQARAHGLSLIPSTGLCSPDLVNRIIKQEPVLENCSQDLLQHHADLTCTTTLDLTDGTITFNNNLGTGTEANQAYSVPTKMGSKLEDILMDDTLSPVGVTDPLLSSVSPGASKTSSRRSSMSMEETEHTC
GPR151 activ = activators of human GPR151, primary screen, cell-based, PathHunter beta-arrestin, luminescence; 650,000 tested, 1% active; AID 1508602, 2020; PathHunter beta-arrestin GPR151 cells; activation, % at 11.2 µM; in the data active = activation above about 4.9%;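 note: 0% = median of compound wells and 100% = cells with positive control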
Target sequence (Q8TDV0 whole entry, looked up): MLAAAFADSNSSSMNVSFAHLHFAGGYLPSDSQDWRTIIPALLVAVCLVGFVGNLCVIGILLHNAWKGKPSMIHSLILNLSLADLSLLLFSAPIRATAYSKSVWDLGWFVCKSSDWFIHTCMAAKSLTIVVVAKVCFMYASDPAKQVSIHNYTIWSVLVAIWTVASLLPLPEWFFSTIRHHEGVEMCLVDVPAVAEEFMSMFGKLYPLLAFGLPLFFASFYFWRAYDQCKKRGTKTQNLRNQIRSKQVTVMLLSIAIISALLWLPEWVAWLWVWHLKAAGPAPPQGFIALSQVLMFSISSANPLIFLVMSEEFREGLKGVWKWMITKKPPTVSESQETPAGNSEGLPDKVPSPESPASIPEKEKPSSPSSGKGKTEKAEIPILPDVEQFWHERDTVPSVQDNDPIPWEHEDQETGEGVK
The depositor's hits bear a star.

Values run as follows: FBW7 activator	MITF inh	GPR151 activ	TEAD-YAP block
COc1cccc(CC(=O)Nc2ccc3nc(N4CCOCC4)cc(C)c3c2)c1
    0.1	-4	0.5	-4
CCOc1ccc(-c2csc(NC(=O)/C=C/C(=O)O)n2)cc1
    0.0	1	-1.0	-13
CN(Cc1ccccc1)C(=O)c1ccc2c(=O)n(CCc3ccccc3)c(SCC(=O)C(C)(C)C)nc2c1
    0.1	22	0.2	8
CC(=O)Oc1cccc(N2C(=O)C3CC=C(C)CC3C2=O)c1 (stereo not given)
    0.2	3	0.5	-6
COCCN(CCOC)c1ncnc2c1c(-c1ccccc1)cn2-c1cccc(C)c1
    0.2	-7	-0.7	-8
CCC(CO)NCC(=O)Nc1cccc(Cl)c1Cl (stereo not given)
    -0.2	-2	-0.9	8
Nn1c(SCc2ccccc2)nc2ccccc21
    0.0	-34	-3.5	-45
COCCN(C(C)=O)C1CCN(c2nc(C)cc(C)n2)CC1
    0.0	1	0.7	4
Cc1ccc(CN(C(=O)c2ccccc2Br)C2CCS(=O)(=O)C2)o1 (stereo not given)
    -0.2	3	0.5	-9
CN1CCN(C(=O)C2CCC(Cn3c(=S)[nH]c4ccccc4c3=O)CC2)CC1 (stereo not given)
    0.1	16	0.3	8
COc1ccc(-c2nc(-c3cccc([N+](=O)[O-])c3)no2)c(OC)c1
    0.0	10	0.0	-83
COc1ccc(Br)c(C(=O)Nc2cc(C(=O)N3CCOCC3)ccc2N2CC3CC(C2)c2cccc(=O)n2C3)c1 (stereo not given)
    0.1	7	-0.5	-4
CCOC(=O)c1ccc(NC(=O)CS(=O)Cc2nc(-c3ccc(C)cc3)oc2C)cc1 (stereo not given)
    0.2	7	-1.0	12
CCOC(=O)c1c(C)[nH]c(C(=O)C(C)Nc2ccc(OC)c(OC)c2)c1C (stereo not given)
    -0.1	42	-2.4	43*
Cc1cccc(C)c1NC(=O)C(c1ccc([N+](=O)[O-])cc1)N(C)C(=O)c1ccccn1 (stereo not given)
    -0.1	13	1.3	5
Cc1cc(OCC(=O)NNC(=O)c2cccc(Cl)c2)ccc1Br
    0.1	9	0.4	13
O=C(Nc1cccc(C(F)(F)F)c1)c1cc2n(n1)C(C(F)(F)F)CC(c1ccc(Cl)cc1)N2 (stereo not given)
    0.2	-3	1.3	-12
Cc1cc(OCC(=O)Nc2ccc3c(c2)OCO3)cc(C)c1Br
    0.0	-14	2.6	-11
CC1=C(C)CC2(SC1)C(=O)N(c1ccccc1)N=C2N (stereo not given)
    -0.1	10	1.2	-9
Cn1c(SCc2ccc([N+](=O)[O-])cc2)nnc1-c1cnccn1
    -0.1	-8	4.1	16

A section from the list above:
Values run as follows: FBW7 activator	MITF inh	GPR151 activ	TEAD-YAP block
COc1cccc(CC(=O)Nc2ccc3nc(N4CCOCC4)cc(C)c3c2)c1
    0.1	-4	0.5	-4
CCOc1ccc(-c2csc(NC(=O)/C=C/C(=O)O)n2)cc1
    0.0	1	-1.0	-13
CN(Cc1ccccc1)C(=O)c1ccc2c(=O)n(CCc3ccccc3)c(SCC(=O)C(C)(C)C)nc2c1
    0.1	22	0.2	8

Carrying on:
Values run as follows: FBW7 activator	MITF inh	GPR151 activ	TEAD-YAP block
CC1CC(C)(C)NC(=S)N1CC(=O)Nc1ccc(F)c(F)c1 (stereo not given)
    0.1	18	-1.6	6
C/C=C/c1ccc(OCCCCn2cncn2)c(OC)c1
    0.5	55*	1.9	2
CN(C(=O)CSc1nnc(-c2ccc([N+](=O)[O-])cc2)n1C)c1ccccc1
    0.0	1	-1.4	14
Cc1cc(C)c2nc(N3CCC(C(=O)NCCCN4CCCCC4)CC3)sc2c1
    -0.3	-5	0.1	-10
COc1ccccc1C(NC(=O)C1CCN(C(=O)OCC(C)C)CC1)c1ccccn1 (stereo not given)
    0.3	12	0.5	4
COc1ccc(CN(C)CCN(C)C)cc1C
    0.0	58*	-1.2	0
O=C(O)CCNS(=O)(=O)c1c(Cl)cccc1Cl
    0.0	-6	-0.1	-4
COc1ccc(CCN2C(=O)CN(C3CCC(C)CC3)C(=O)C2c2ccc(OC)c(OC)c2)cc1OC (stereo not given)
    -0.2	5	0.0	4
COc1ccc(CCNC(=O)C(Sc2ccccc2)c2ccccc2)cc1OC (stereo not given)
    -0.2	5	-0.2	3
O=C(c1ccc(N2C(=O)C3C4CCC(C4)C3C2=O)cc1)N1CCCCC1 (stereo not given)
    0.1	6	1.8	-8
CC1Sc2cc(S(=O)(=O)CCC(=O)NCCC3=CCCCC3)ccc2NC1=O (stereo not given)
    0.0	-5	-0.4	20
O=[N+]1C2=C(CCCC2)N([O-])C12CCCC2
    0.1	5	0.0	-7
O=C(C1CCN(S(=O)(=O)c2cccc3cnccc23)CC1)N1CCc2ccccc21
    -0.1	-4	1.8	4
O=c1oc2ccccc2cc1-c1csc(-c2cc3ccccc3oc2=O)n1
    0.1	7	0.9	16
COc1cccn2c(C(=O)NCCSC)c(C(F)(F)F)nc12
    -0.1	9	0.9	-3
CCN1C(=O)/C(=C/c2cc(C)n(-c3ccc(O)cc3)c2C)C(=O)NC1=S
    -0.3	5	1.7	-1
CN(C)c1cccc(C(=O)N2CCN(c3ccc(F)cc3)CC2)c1
    0.7	10	-0.4	-5
CCOC(=O)c1cc(C(=O)NCc2ccccc2)c(=O)[nH]c1C
    0.0	17	0.0	3
CCOC(=O)c1c(NC(=O)CSc2nnc(CNC(=O)c3ccccc3F)n2Cc2ccccc2)sc2c1CCCC2
    -0.1	-8	1.2	-3
CN1CCN(c2ccccc2NC(=O)c2ccccc2[N+](=O)[O-])CC1
    -0.2	-9	1.0	-1

Values run as follows: FBW7 activator	MITF inh	GPR151 activ	TEAD-YAP block
O=C(c1ccc(Cl)c(Cl)c1)N1CCc2c([nH]c3ccccc23)C1c1ccc(Cl)cc1 (stereo not given)
    0.0	6	-0.1	-2
Cc1ccc(NC(=O)Cn2cc(-c3ccccc3)c(N3CCOCC3)n2)c(C)c1
    -0.1	-14	4.9*	-3
O=[N+]([O-])c1ccc(S(=O)(=O)NCCC2=CCCCC2)cc1
    -0.4	-6	0.6	-1
CC(=O)N1CCc2nc(-c3cccnc3)nc(N3CCCCCC3)c2C1
    0.1	-11	1.9	-4
O=C(Nc1ccc[nH]c1=O)c1cc2ccccc2oc1=O
    0.0	0	0.0	-8
Fc1cc(-c2nc(Nc3cccc(Cn4cncn4)c3)ncc2F)cc(N2CCOCC2)c1
    -0.1	2	0.7	88*
COc1ccc(/C=c2\sc3nnc(-c4ccc(C)cc4)n3c2=O)cc1
    0.0	4	0.9	2
COc1ccc(CCNC(=O)c2c(-c3ccccc3Cl)noc2C)cc1
    0.1	14	-1.5	1
O=C(Nc1ccccc1C(F)(F)F)c1cc([N+](=O)[O-])ccc1Cl
    -0.2	8	1.6	20
COC(=O)C(Cc1ccc(O)cc1)NC(=O)c1ccccc1OC (stereo not given)
    0.8	20	0.8	12
CCCN1CCN(C(=O)Cn2cccc2C(=O)c2ccccc2)CC1
    0.0	-2	1.0	4
NC(=O)c1ccccc1NC(=O)/C=C/c1c(Cl)cccc1Cl
    0.0	4	1.1	-52
CC(C)c1ccc(C(=O)N2N=C(C(F)F)CC2(O)C(F)F)cc1 (stereo not given)
    0.0	1	0.1	5
COc1cccc(CNC(=O)c2ccc(N3CC4CC(C3)c3cccc(=O)n3C4)c(NS(=O)(=O)c3ccc4c(c3)OCCO4)c2)c1 (stereo not given)
    -0.7	9	-1.6	-4
CCc1c(C)sc2nc(C(C)C)n3c(=O)n(CC(N)=O)nc3c12
    -0.2	-8	-0.8	-3
Cc1cc(NC(=O)c2ccccc2C(=O)O)ccc1Br
    0.1	9	2.0	8
CCN(c1ccccc1)S(=O)(=O)c1ccc2c(c1)OCCN2C(C)=O
    0.7	-1	-1.2	13
C=C1N(CC)C(=O)OC12CCCCC2
    -0.1	-3	-0.3	8
O=c1[nH]c(N2CCOCC2)nc2c1CCN(Cc1ccccc1)C2
    2.7*	7	-0.5	6
O=C(O)CC(C(=O)O)c1c[nH]c2ccccc12 (stereo not given)
    -0.1	6	0.8	-8

Part of the list above, tab-delimited:
Compound	FBW7 activator	MITF inh	GPR151 activ	TEAD-YAP block
CCCN1CCN(C(=O)Cn2cccc2C(=O)c2ccccc2)CC1	0.0	-2	1.0	4
NC(=O)c1ccccc1NC(=O)/C=C/c1c(Cl)cccc1Cl	0.0	4	1.1	-52
CC(C)c1ccc(C(=O)N2N=C(C(F)F)CC2(O)C(F)F)cc1 (stereo not given)	0.0	1	0.1	5
COc1cccc(CNC(=O)c2ccc(N3CC4CC(C3)c3cccc(=O)n3C4)c(NS(=O)(=O)c3ccc4c(c3)OCCO4)c2)c1 (stereo not given)	-0.7	9	-1.6	-4
CCc1c(C)sc2nc(C(C)C)n3c(=O)n(CC(N)=O)nc3c12	-0.2	-8	-0.8	-3
Cc1cc(NC(=O)c2ccccc2C(=O)O)ccc1Br	0.1	9	2.0	8

Additional structures
Values run as follows: FBW7 activator	MITF inh	GPR151 activ	TEAD-YAP block
CCOC(=O)CN(C)Cc1nc(Nc2ccc3c(c2)OCO3)c2cccc(C)c2n1
    -0.2	-22	0.5	-5
FC(F)(F)c1ccccc1NC(=S)NCc1ccccn1
    -0.7	19	1.0	9
O=c1cc(-c2ccc([N+](=O)[O-])cc2)[nH][nH]1
    -0.1	5	0.0	1
CCOC(=O)C1CCCN(C(=O)c2cn(CC(C)C)c(=O)c3cc(OC)c(OC)cc23)C1 (stereo not given)
    -0.1	-6	-1.2	-13
CC1=CC(=O)N(c2ccccc2C(C)(C)C)C1=O
    -0.1	12	0.1	-5
Nc1ncnc2c1ncn2C1CCCC1
    0.0	3	1.5	5
Cc1cccc(OCC(=O)Nc2ccc(C(=O)O)cc2NC(=O)COc2cccc(C)c2)c1
    0.0	-8	0.0	4
Cc1cccc(OS(=O)(=O)/C=C/c2ccccc2)c1
    0.9	9	-0.7	15
COc1cccc(CN2CCc3nnc(CNC(=O)C4CCCN(C)C4)n3CC2)c1OC (stereo not given)
    -0.1	2	0.5	-1
COc1ccccc1NC(=O)C1=C(C)NC(SCC(=O)Nc2ccccc2)=C(C#N)C1c1ccc(C)s1 (stereo not given)
    -0.2	-2	0.7	-8
CCc1ccccc1-n1cnc2cc(C(=O)NCCCOC)ccc21
    0.0	-15	1.2	-3
COc1ccc2[nH]c3c(c2c1)CCOC31CCN(C(=O)CC(C)(C)CC(=O)O)CC1
    -0.3	15	1.3	1
COc1ccc(C(=O)NC2CCSC2=O)cc1OC (stereo not given)
    0.0	2	1.4	-1
C/C(=C\c1ccccc1)C(=O)Nc1ccc(F)cc1
    0.6	3	-1.7	-27
O=C(Cn1c(=O)oc2cc(S(=O)(=O)NC3CCCC3)ccc21)NCCc1ccccc1
    -0.1	-1	0.5	13
COc1ccc(NC(=O)/C(=C\c2ccc(F)cc2)NC(=O)c2ccco2)cc1
    -0.1	0	1.5	-1
O=C1CC(N2CCN(C/C=C/c3ccccc3)CC2)C(=O)N1c1cccc(Br)c1 (stereo not given)
    0.3	10	-1.4	1
O=C(OC1OCCOC1OC(=O)c1ccccc1F)c1ccccc1F (stereo not given)
    0.0	5	-0.5	2
COc1ccc(S(=O)(=O)NC(C)c2nc(-c3ccncc3)n[nH]2)cc1 (stereo not given)
    0.7	11	-0.1	4
Fc1cnc(Nc2ccc(N3CCOCC3)cc2)cc1-c1ccn(CCN2CCOCC2)n1
    -0.2	-10	-0.5	-7

Values run as follows: FBW7 activator	MITF inh	GPR151 activ	TEAD-YAP block
CCCCCc1nc2ccccc2c(=O)n1NC(=O)c1c(O)c2ccccc2n(C)c1=O
    -0.1	5	-0.2	7
CC(C)(C)CN1CCN(Cc2nc(-c3ccc(F)cc3)cs2)CC1CCO (stereo not given)
    0.0	0	-2.1	44*
Cc1nc2ccccc2nc1CSc1nnnn1C
    -0.2	-5	0.5	-7
O=C(COC(=O)c1ccc(F)cc1F)Nc1ccc(OC(F)F)cc1
    0.6	17	3.2	-2
NCC(O)CN(c1ccccc1)c1ccccc1 (stereo not given)
    -0.6	7	-0.4	9
Nc1nonc1-n1nnc(C(=O)N/N=C/c2cccc([N+](=O)[O-])c2)c1CN1CCOCC1
    0.1	3	-0.3	-4
O=C(Nc1ccon1)c1cccc(S(=O)(=O)N2CCOCC2)c1
    0.2	-1	-0.1	10
CCCC1CCC(C2=N/C(=C\c3cc(Br)ccc3OC)C(=O)O2)CC1 (stereo not given)
    0.0	11	-0.1	9
Cc1cc([N+](=O)[O-])cc2c(C3=c4ccccc4=NC3=O)c(O)n(C)c12
    -0.2	-7	2.3	-12
O=C(Cc1ccc(NC2=NC3CS(=O)(=O)CC3S2)cc1)NCCN1CCOCC1 (stereo not given)
    0.1	4	0.7	3
CN(C)C(CNC(=S)Nc1ccc(Br)cc1)c1cccnc1 (stereo not given)
    -0.1	-7	-0.3	-2
COc1cc(/C=N/N2C(=O)c3ccccc3C2=O)ccc1O
    -0.1	2	1.2	6
CS(=O)(=O)N1CCC(Oc2cccc(-c3ccco3)c2)CC1
    -0.1	9	-0.3	-7
CCCC(=O)Nc1c2c(nn1-c1ccc(C)cc1)CSC2
    0.1	12	0.8	0
COc1ccccc1N1C(=N)SCC1=O
    0.0	12	0.1	4
O=C(NNC(=O)c1cccc2ccccc12)c1ccccc1Br
    0.5	15	0.7	-15
CCOc1ccc(CN(C)CCc2ccccn2)cc1
    -0.2	88*	-0.3	1

Screening data from PubChem BioAssay.
